Screening results as filed in PubChem.
SMARCA2 activ: SMARCA2 function activation, primary screen | hit rate 1% among 370,000 | activation, % at 9.1 µM | MG213 cells, MMTV-luciferase reporter, dexamethasone, overnight | AID 652017; in the data active means activation above about 7.8%;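 further: 0% = vehicle wells and 100% = reference activator wells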
ssDAF-12 act: activators of S. stercoralis DAF-12 nuclear receptor; HEK293 ssDAF-12/GRIP1 lit1-tk-luc reporter, luminescence; % of 3 µM dafachronic acid response; activation, % at 6.8 µM; hit rate 1% among 370,000; AID 652126;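 active means activation above the mean over all tested compounds plus 3 SD, cut at about 0.9% in these data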;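 further: 0% = DMSO-only wells and 100% = 3 µM delta7-dafachronic acid wells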
PLC-beta3 inh: PLC-beta3 (human) inhibition, primary screen. Q01970. Purified PLC-beta3, fluorogenic substrate, fluorescence. inhibition, % at 12.2 µM. hit rate 0.18% among 370,000. AID 720704; in the data active means inhibition above about 11%;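 further: 0% = median of compound wells on plate and 100% = full blocker control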
Rev-erbA mod: modulates human Rev-erb alpha binding to DNA | P20393 | Rev-erbα–FITC-DNA binding, fluorescence polarization, 90 min | activity, % at 10 µM | hit rate 0.79% among 370,000 | AID 1259318;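 active means activity above about 14%, limit read from the data; passing the limit was not always enough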;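 further: 0% = DMSO wells with 35 nM protein and 100% = DMSO wells with 750 nM protein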
hgDAF12 agonist: activates the H. glycines DAF-12 receptor ligand-binding domain. HEK293 GAL4-hgDAF12 UAS-luciferase reporter, agonist luminescence; normalized to butyrate control. activation, % at 6.8 µM. hit rate 1.8% among 370,000;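 active means activation above a cutoff set at the mean of all screened compounds plus 3 SD, cut at about 10% in these data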;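 further: 0% = DMSO wells and 100% = sodium butyrate wells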
ADAM17 inh: inhibitors of human ADAM17; inhibition, % at 6.95 µM; recombinant ADAM17, EDANS/DABCYL FRET peptide cleavage; hit rate 0.83% among 370,000; AID 720648;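 active means inhibition above the mean of compounds lying between control limits plus 3 SD, set per campaign, cut at about 8.5% in these data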;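 further: 0% = DMSO-only wells as the low control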
DAX1 inh-1: NR0B1 (DAX1) inhibition. P51843. HEK293 Gal4-DAX1 luciferase reporter, luminescence. inhibition, % at 6.75 µM. hit rate 0.99% among 340,000. AID 504766;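 active means inhibition above the mean over all tested compounds plus 3 SD, cut at about 4.2% in these data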;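 further: 0% = DAX1-transfected cells with DMSO and 100% = empty-vector control cells with DMSO; inhibition shows as a rise in luminescence from relieved DAX1 repression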
MBD2 inh: MBD2-methylated oligo binding inhibition; Q9UBB5; TR-FRET, MBD2 binding to methylated oligonucleotide; inhibition, % at 4.4 µM; hit rate 0.31% among 370,000; AID 686964; in the data active means inhibition above about 13%
PLC-gamma1 inh: PLC-gamma1 (human) inhibition, primary screen; purified PLC-gamma1, fluorogenic substrate, fluorescence; hit rate 0.84% among 370,000; inhibition, % at 12.2 µM; in the data active means inhibition above about 9.5%
Target sequence (P19174 whole entry, looked up): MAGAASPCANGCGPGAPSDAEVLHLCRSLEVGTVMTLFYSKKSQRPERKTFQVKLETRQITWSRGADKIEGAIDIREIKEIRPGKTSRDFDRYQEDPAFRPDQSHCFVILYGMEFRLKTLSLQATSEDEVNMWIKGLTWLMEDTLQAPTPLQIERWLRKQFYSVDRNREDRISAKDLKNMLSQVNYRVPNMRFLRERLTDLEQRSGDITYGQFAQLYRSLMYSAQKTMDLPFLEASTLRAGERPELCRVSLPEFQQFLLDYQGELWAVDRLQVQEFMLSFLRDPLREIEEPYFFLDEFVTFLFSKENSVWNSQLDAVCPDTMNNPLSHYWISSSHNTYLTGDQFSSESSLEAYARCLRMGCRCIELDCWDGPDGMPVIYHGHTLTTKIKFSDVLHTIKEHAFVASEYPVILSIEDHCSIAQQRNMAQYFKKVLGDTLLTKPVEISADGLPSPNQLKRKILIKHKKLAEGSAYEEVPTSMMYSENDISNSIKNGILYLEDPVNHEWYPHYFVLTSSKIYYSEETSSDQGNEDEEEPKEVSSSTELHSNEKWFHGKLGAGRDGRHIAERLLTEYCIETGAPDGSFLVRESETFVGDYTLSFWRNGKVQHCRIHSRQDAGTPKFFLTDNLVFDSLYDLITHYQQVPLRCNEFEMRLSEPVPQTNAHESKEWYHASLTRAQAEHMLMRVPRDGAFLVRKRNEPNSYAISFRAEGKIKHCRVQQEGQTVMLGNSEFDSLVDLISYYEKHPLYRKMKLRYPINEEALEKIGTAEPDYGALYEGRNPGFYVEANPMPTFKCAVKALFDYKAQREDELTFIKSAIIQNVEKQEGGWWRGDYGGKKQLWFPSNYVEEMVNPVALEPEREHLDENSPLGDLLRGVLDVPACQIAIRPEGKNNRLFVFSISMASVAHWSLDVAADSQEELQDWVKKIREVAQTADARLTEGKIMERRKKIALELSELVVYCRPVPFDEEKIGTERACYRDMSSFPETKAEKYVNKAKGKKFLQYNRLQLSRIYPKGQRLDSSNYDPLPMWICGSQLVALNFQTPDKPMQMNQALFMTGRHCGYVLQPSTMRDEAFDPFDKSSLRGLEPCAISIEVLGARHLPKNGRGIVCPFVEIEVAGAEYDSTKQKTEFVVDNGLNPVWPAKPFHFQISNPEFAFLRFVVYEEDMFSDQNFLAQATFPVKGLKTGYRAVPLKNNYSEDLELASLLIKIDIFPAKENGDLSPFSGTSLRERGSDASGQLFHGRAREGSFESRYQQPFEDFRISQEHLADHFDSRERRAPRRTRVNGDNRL
hcDAF12 agonist: H. contortus DAF-12 activation, primary screen; activation, % at 6.8 µM; AID 652067; HEK293 hcDAF-12 lit1-tk-luc reporter, luminescence; 0% DMSO, 100% Δ7-dafachronic acid; hit rate 1.4% among 370,000;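 active means activation above the mean of all tested compounds plus 3 SD, cut at about 5.5% in these data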;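 further: 100% = response to 3 µM Δ7-dafachronic acid high control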
DAX1 inh-2: inhibitors of DAX1 repression of SF-1 activated StAR promoter; AID 652010; inhibition, % at 6.8 µM; hit rate 1.1% among 370,000; HEK293T StAR-luciferase reporter, SF-1/DAX-1 repression relief;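 active means inhibition above the mean over all tested compounds plus 3 SD, cut at about 3.6% in these data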;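 further: 0% = DAX-1 cells with DMSO and 100% = cells lacking DAX-1 with DMSO; higher inhibition means more luminescence from relief of DAX-1 repression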
An asterisk follows results filed as active; i = inactive; . = not tested or not shown.

SMILES | SMARCA2 activ | ssDAF-12 act | PLC-beta3 inh | Rev-erbA mod | hgDAF12 agonist | ADAM17 inh | DAX1 inh-1 | MBD2 inh | PLC-gamma1 inh | hcDAF12 agonist | DAX1 inh-2
C[C@H](CO)N1C[C@H](C)[C@@H](CN(C)S(=O)(=O)c2cn(C)cn2)Oc2ccc(NC(=O)Nc3ccccc3)cc2C1=O | 1 | -0.9 | 0 | 2 | 1.8 | 0 | 0.0 | 1 | -2 | -1.0 | 0.3
CC(=O)c1ccc(N2CCC(C(=O)O)CC2)cc1 | 1 | -1.6 | 3 | -3 | -1.6 | -2 | 0.2 | -3 | 3 | -1.9 | -0.3
O=C(COC(=O)COc1ccc(Br)cc1)NNC(=O)c1ccccc1 | -1 | -0.7 | -8 | 1 | 0.3 | -5 | 0.0 | 0 | -1 | -0.8 | -1.1
O=C(CNC(=O)c1ccc(Cl)cc1Cl)OCc1ccccc1 | 0 | -0.9 | 1 | -1 | -0.8 | -1 | 0.8 | -1 | 4 | 0.4 | 1.0
COc1ccc(OCC(=O)Nc2ccccc2C(=O)Nc2ccc(C(=O)O)cc2)cc1 | 0 | -0.9 | -6 | -2 | 0.0 | -4 | 0.8 | -4 | 0 | -1.6 | 1.9
CCCOc1ccc(/C(O)=C2/C(=O)C(=O)N(CCN(C)C)C2c2ccc(OC)c(OC)c2)cc1 (centres undefined) | 4 | -0.9 | 2 | 6 | 0.4 | -1 | -1.3 | -2 | -2 | -1.1 | -0.8
Cn1c(CC(=O)NN)c(Sc2ccccc2)c2ccccc21 | -4 | -1.2 | -4 | -4 | 0.2 | 7 | 0.1 | -4 | 0 | 1.1 | -0.1
COc1ccc(NC2CCCN(Cc3cccc4cnccc34)C2)cc1 (centres undefined) | -2 | -1.4 | -4 | -5 | -4.5 | -4 | -1.0 | -5 | 1 | -1.8 | -1.3
CCCCNC(=O)NS(=O)(=O)c1ccc(C(=O)OC(C)C)o1 | 2 | -1.3 | 0 | -3 | 0.2 | -2 | 1.8 | -2 | 0 | -1.9 | -0.3
O=C(COc1ccc2ccccc2c1)NCCNC(=O)COc1ccc2ccccc2c1 | 0 | -0.8 | 0 | 3 | -0.8 | -1 | -0.4 | 2 | 4 | -0.1 | 0.0
Cc1c(NS(=O)(=O)c2cc([N+](=O)[O-])ccc2Cl)c(=O)n(-c2ccccc2)n1C | -3 | -0.8 | -6 | -4 | -2.6 | 0 | -0.6 | 6 | -4 | -1.4 | 0.6
CCOC(=O)/C(C#N)=C/c1cc(C)n(-c2ccccc2)c1C | -2 | -1.7 | -16 | 4 | -8.1 | -4 | 2.4 | 0 | -14 | -0.9 | -0.1
CCCCN(CC)CCNC(=O)CCNC(=O)Cn1ccc2ccccc2c1=O | 0 | -0.5 | 0 | -3 | 3.3 | -7 | -0.3 | 0 | 2 | 2.1 | 0.3
CCc1csc(CNC(=O)C2CCC(=O)N(Cc3cccc(F)c3)C2)n1 (centres undefined) | 3 | -0.8 | 0 | 0 | 4.5 | -2 | 0.2 | -2 | 2 | 3.3 | 1.4
CC(=O)NCC(O)c1ccc([N+](=O)[O-])cc1 (centres undefined) | 2 | -0.9 | -5 | 4 | -0.7 | 1 | 1.6 | -1 | 4 | -1.0 | 0.4
Cc1csc(=O)n1CC(=O)Nc1ccc(Cl)c(Cl)c1 | 1 | -0.4 | -2 | 3 | 0.9 | 0 | 0.2 | -6 | -1 | -0.3 | -0.7
Cc1ccc(Nc2c(-c3ccccn3)nc3cc(C)ccn23)cc1 | 1 | -2.4 | -27 | 4 | -9.1 | -4 | -0.7 | 0 | -17 | -1.4 | -0.8
CCN1CCN(CC(=O)Nc2cc(F)ccc2C)CC1 | -1 | -0.2 | 10 | -1 | 1.1 | 6 | -0.1 | 1 | 9 | -0.6 | 0.9
Cc1ccc(S(=O)(=O)N2CCN(C(=O)COC(=O)/C=C/c3cccc(Cl)c3)CC2)c(C)c1 | -4 | -1.9 | -5 | 3 | -4.1 | -1 | 1.5 | -1 | 4 | 0.7 | -0.1
C=CCNC(=O)C1CC(=O)N(c2ccc(C)cc2)C1 (centres undefined) | 0 | -1.3 | 4 | -4 | -0.9 | -1 | -2.0 | -10 | 0 | 0.1 | -0.1

2 entries picked at random from those above, as already listed:
SMILES | SMARCA2 activ | ssDAF-12 act | PLC-beta3 inh | Rev-erbA mod | hgDAF12 agonist | ADAM17 inh | DAX1 inh-1 | MBD2 inh | PLC-gamma1 inh | hcDAF12 agonist | DAX1 inh-2
CCCCN(CC)CCNC(=O)CCNC(=O)Cn1ccc2ccccc2c1=O | 0 | -0.5 | 0 | -3 | 3.3 | -7 | -0.3 | 0 | 2 | 2.1 | 0.3
O=C(CNC(=O)c1ccc(Cl)cc1Cl)OCc1ccccc1 | 0 | -0.9 | 1 | -1 | -0.8 | -1 | 0.8 | -1 | 4 | 0.4 | 1.0

Next structures
SMILES | SMARCA2 activ | ssDAF-12 act | PLC-beta3 inh | Rev-erbA mod | hgDAF12 agonist | ADAM17 inh | DAX1 inh-1 | MBD2 inh | PLC-gamma1 inh | hcDAF12 agonist | DAX1 inh-2
CCCCNC(=O)NS(=O)(=O)c1ccc(NC(=O)C(NC(N)=O)C(C)CC)cc1 (centres undefined) | 1 | -0.9 | -5 | -8 | -2.3 | -6 | -2.3 | 3 | -1 | 0.5 | 1.3
Cc1cc(C)c(S(=O)(=O)Nc2ccccc2)c(C)c1 | -7 | -0.3 | 2 | -4 | -1.0 | 2 | 0.1 | 0 | 0 | -0.8 | 0.5
CN1CCN(c2ccc(CNC(=O)C3Cc4c(-c5ccc(Cl)cc5)ccnc4O3)cc2)CC1 (centres undefined) | -3 | -1.4 | -1 | 3 | -1.2 | -3 | . | -6 | 6 | -2.1 | -1.2
CCC/S(CC1CC1(Cl)Cl)=N\S(=O)(=O)c1ccc(C)cc1 (centres undefined) | 0 | -1.1 | -1 | -2 | -0.9 | -3 | 0.9 | 3 | 2 | -1.5 | -0.1
COC(=O)C1CN(C(=O)COc2cc(C)cc(C)c2)c2ccccc2O1 (centres undefined) | 2 | -1.0 | -5 | 6 | 0.3 | 0 | 0.8 | -4 | 4 | -0.6 | 0.2
O=C(Nc1ccc2c(c1)OCO2)NC1CCN(S(=O)(=O)c2ccc(F)cc2)CC1 | -4 | 0.0 | 2 | -3 | 1.5 | 0 | . | 4 | -4 | -0.4 | 0.3
Cc1ccc2c(c1)N(CC(=O)NCCCc1ccccc1)C(=O)c1cccnc1O2 | 3 | -1.9 | 5 | -1 | -4.3 | 2 | -1.2 | -2 | 0 | -3.4 | -2.0
CCCn1c(-c2cc(OC)c(OC)c(OC)c2)nc2nc3ccccc3nc21 | -4 | -1.8 | i | 0 | -4.9 | -15 | -2.2 | -3 | -478 | -2.7 | -1.4
O=C(CNC(=O)c1ccncc1)N/N=C/c1cc(Br)ccc1OCc1ccccc1 | -5 | -1.3 | -8 | 2 | -0.9 | 2 | 1.1 | 4 | -2 | -0.7 | 0.1
COCc1nnc(NC(=O)c2ccc(S(=O)(=O)N(C)C3CCCCC3)cc2)o1 | -5 | -1.2 | -2 | 0 | 3.5 | -1 | -0.4 | -2 | 3 | 1.1 | -0.1
C[C@H]1CN(C(=O)OC(C)(C)C)CCN1c1ccc(N2CC[C@H](O)C2)c(C#N)c1 | 3 | -0.7 | -167 | -5 | 2.1 | -14 | . | -1 | -128 | 0.7 | -0.4
COc1ccccc1N=C(C)C1=C(O)CC(c2ccccc2)CC1=O (centres undefined) | 4 | -1.4 | -8 | 2 | 1.3 | 1 | -0.3 | -6 | 4 | -1.2 | 0.6
Cc1[nH]nc2c1C(c1ccccc1F)NC2=O (centres undefined) | 1 | -1.6 | -2 | -3 | 0.0 | -5 | 0.2 | -1 | 2 | -1.3 | 0.6
CCCNC(=O)C1(C)CCCN(C(=O)c2sccc2C)C1 (centres undefined) | -4 | -0.5 | 3 | 1 | 3.9 | -2 | . | 1 | 2 | -1.0 | 0.8
S=c1nc(COc2ccccc2)[nH]c2ccccc12 | 6 | 0.2 | -13 | 12 | 8.6 | 2 | 1.2 | -1 | -1 | 4.3 | 0.5
Cc1cccc(NC(=O)CSCC(=O)N(CCC(C)C)c2c(N)n(Cc3ccccc3)c(=O)[nH]c2=O)c1 | -3 | -0.9 | -5 | -1 | -1.2 | 2 | -0.1 | 2 | -2 | 0.1 | 0.1
COc1ccc(COC(=O)NNC(=O)c2ccc(OC)cc2)cc1 | 0 | -0.8 | 5 | 0 | -0.9 | 0 | 0.4 | 6 | -1 | -0.3 | -0.9
CSc1nncc(-c2ccc(F)cc2)n1 | 4 | -1.4 | 5 | 2 | 3.5 | -1 | 0.0 | 1 | 2 | -1.5 | -0.2
CCCCOc1ccc(-c2nnn(C(C)(C)C(=O)OC)n2)cc1 | -1 | -0.7 | -1 | 10 | 0.4 | -2 | -0.1 | -6 | 1 | -1.8 | 0.9
COC(=O)c1c(NC(=O)CN2CCC3(O)CCCCC3C2c2ccccc2OC)sc(C)c1C (centres undefined) | -2 | -1.5 | 1 | 3 | 3.9 | -3 | -1.8 | -3 | 0 | -0.9 | 0.2
COc1ccc(C2=NS(=O)(=O)N(C)C(C(=O)Nc3cc(OC)c(OC)c(OC)c3)=C2)cc1 | 0 | -1.0 | -6 | 8 | -1.7 | -1 | -0.9 | -4 | 2 | 2.5 | -1.5
CCOC(=O)CCc1c(C)c(C#N)c2[nH]c3ccccc3n2c1=O | 0 | -1.5 | -85 | 3 | -2.5 | -212 | -1.0 | 1 | -70 | -2.4 | -0.5
CCOc1ccccc1C1N(c2ccc(F)cc2)C(=O)C2CCCN21 (centres undefined) | -2 | -0.7 | 3 | -2 | -0.4 | -6 | 1.8 | -3 | 0 | -1.7 | -0.3
CC(NS(=O)(=O)c1ccccc1)C1CC2CCC1C2 (centres undefined) | -2 | -2.0 | -7 | 3 | 1.7 | 2 | 1.1 | -1 | 3 | 0.4 | 0.4
CN1CCN(S(=O)(=O)c2ccc(Cl)c3ccccc23)CC1 | -1 | -1.4 | -6 | 1 | -1.7 | -4 | 0.1 | 4 | -3 | -1.2 | 1.5
COc1ccc(CCNc2cc(N3CCN(C(=O)c4ccccc4F)CC3)ccc2[N+](=O)[O-])cc1OC | 0 | -1.6 | 4 | 7 | -2.9 | 1 | -1.9 | -2 | 3 | -2.7 | -1.0
CCc1ccc(N(C(C)=O)c2nc(CCl)cs2)cc1 | 5 | -0.7 | 5 | -10 | 1.2 | 0 | 0.2 | -3 | 4 | 1.1 | 0.4
CCC(CO)Oc1cc(NC(=O)c2ccc([N+](=O)[O-])cc2)c2ncn(C(C)C)c2c1 (centres undefined) | -1 | -1.0 | -1 | 0 | 0.2 | -7 | 0.2 | 0 | -2 | 0.4 | -0.2
Nc1cc(=O)nc(SCC(=O)Nc2ccccc2)n1-c1ccccc1 | 0 | -0.7 | -1 | 8 | -3.0 | -5 | 1.9 | 9 | -4 | -0.3 | 0.3
O=C(CN1CCN(c2cccc(C(F)(F)F)c2)CC1)NCc1ccccc1 | 0 | -1.5 | -6 | -2 | 0.3 | 0 | -0.2 | -1 | 0 | -0.4 | -0.9
COc1ccccc1N1CCN(c2ccc3cc(S(=O)(=O)N4CCCCC4)ccc3n2)CC1 | -2 | -1.5 | -31 | -8 | -1.4 | 1 | -0.7 | -1 | -18 | -0.9 | 0.0
O=C(O)CCCn1cc(NC(=O)c2ccc(Br)o2)cn1 | 0 | -1.1 | 1 | -6 | 2.5 | -5 | -0.1 | 3 | 0 | -1.4 | 0.4
